# GoLoco inh red: RGS12 GoLoco-Gai1 interaction inhibition; Gai1:RGS12 GoLoco peptide FP, rhodamine, 10 min; Potency, µM (doses to about 61.6 µM), for the others: at the highest dose activity, negative = inhibition, most hits filed as inhibitors; P63096; 0.44% of 230,000 active; AID 880; active = well fitted inhibition curve with a large enough effect, not every such curve was filed as active; inactive = no such curve, though single readings can be large or run the other way; note: nearly all actives have a fitted effect of over 30% in size; many of its hits are not listed in these tables
# Target sequence (P63096 whole entry, looked up): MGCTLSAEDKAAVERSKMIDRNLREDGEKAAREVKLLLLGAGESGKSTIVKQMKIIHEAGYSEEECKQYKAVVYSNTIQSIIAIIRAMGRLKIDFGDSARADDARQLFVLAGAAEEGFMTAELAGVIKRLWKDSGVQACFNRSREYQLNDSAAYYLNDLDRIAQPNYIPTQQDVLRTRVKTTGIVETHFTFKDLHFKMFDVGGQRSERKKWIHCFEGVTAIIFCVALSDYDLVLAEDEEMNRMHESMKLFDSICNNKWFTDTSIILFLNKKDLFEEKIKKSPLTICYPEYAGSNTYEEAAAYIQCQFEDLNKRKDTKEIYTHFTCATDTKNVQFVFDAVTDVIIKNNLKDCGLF
# RECQ1 helicase: inhibitors of human RECQ1 DNA helicase. P46063. RECQ1 DNA unwinding, red fluorescence kinetic read. Potency, µM (highest dose often 57.3 µM), inactives show top-dose activity, negative = inhibition, most hits filed as inhibitors. 0.54% of 240,000 active;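 note: plate controls were vehicle for no effect and no enzyme for full effect; nearly all actives have a fitted effect of over 30% in size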
# Target sequence (P46063 whole entry, looked up): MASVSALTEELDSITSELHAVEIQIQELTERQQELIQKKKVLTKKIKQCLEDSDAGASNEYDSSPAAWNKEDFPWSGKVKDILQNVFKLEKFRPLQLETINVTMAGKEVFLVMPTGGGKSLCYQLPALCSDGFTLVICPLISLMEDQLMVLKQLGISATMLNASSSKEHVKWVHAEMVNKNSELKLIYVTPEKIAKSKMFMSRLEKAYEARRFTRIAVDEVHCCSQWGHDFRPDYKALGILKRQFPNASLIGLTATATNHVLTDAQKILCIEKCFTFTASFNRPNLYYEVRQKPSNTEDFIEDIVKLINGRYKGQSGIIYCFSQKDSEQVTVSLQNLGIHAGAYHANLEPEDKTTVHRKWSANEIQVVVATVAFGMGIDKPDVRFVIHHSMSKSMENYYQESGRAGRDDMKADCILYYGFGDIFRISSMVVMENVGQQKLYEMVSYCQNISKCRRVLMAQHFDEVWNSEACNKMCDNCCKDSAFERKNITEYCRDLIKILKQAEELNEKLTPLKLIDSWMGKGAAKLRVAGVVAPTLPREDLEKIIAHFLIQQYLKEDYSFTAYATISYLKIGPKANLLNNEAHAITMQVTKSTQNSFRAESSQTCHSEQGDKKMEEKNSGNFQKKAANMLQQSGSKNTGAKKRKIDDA
#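 RECQ1T1 50 nM; forked duplex (20 bp + 30-nt ss tails) 200 nM, ATP 2 mM final; pH 8.0, 2 mM MgCl2, 2.5 ug/ml poly(dI-dC); 15 min compound preincubation; discontinuous kinetic read over 2 h at RT.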
# TR SRC2 fluor cs: counter-screen for TRb-SRC2 inhibitors: fluorescence interference; 0.29% of 280,000 active; TRb/SRC2 Texas Red total fluorescence interference; Potency, µM (top dose mostly 106 µM), inactives show at the highest dose fluorescence change, negative = quenching; AID 1479; active = well fitted curve in either direction with a large enough effect; inconclusive = small, poorly fitted or top-dose-only effect
#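 Human TRβ ligand-binding domain (0.6 uM) and Texas Red SRC2 peptide (20 nM) in Tris buffer with 1 uM T3 and 5% DMSO were incubated with pinned compound for 5 hr at ambient temperature. Total fluorescence was computed as S + 2P (555/632 nm).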
# L3MBTL1 block: L3MBTL1 (human) inhibition; Q9Y468; AlphaScreen L3MBTL1–H3K9me1 peptide binding; Potency, µM (series often up to 57.1 µM), for inactives: top-dose activity, negative = inhibition, usual class: inhibitors; 0.66% of 230,000 active; note: nearly all actives have a fitted effect of over 60% in size
#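 AlphaScreen assay: L3MBTL1 (50 nM final) was preincubated 30 min at room temperature with biotinylated H3(1-15)K9me1 peptide (75 nM final), then 30 min with library compounds; streptavidin donor and nickel chelate acceptor beads (10 ug/mL final) added, 30 min dark.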
# KDM4E inh: blocks human JMJD2E demethylase activity. B2RXH2. JMJD2E catalytic domain, FDH-coupled NADH fluorescence (FDH is formaldehyde dehydrogenase). Potency, µM (doses to about 57.1 µM), inactives show at the top dose activity change, negative = inhibition, usual class: inhibitors. 1.6% of 230,000 active; active = well fitted inhibition curve with a large enough effect, not every such curve was filed as active; inconclusive = small, poorly fitted or top-dose-only effect, or another doubt; inactive = no such curve, though single readings can be large or run the other way;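 note: 0% = wells with enzyme and -100% = buffer wells without enzyme; nearly all actives have a fitted effect of over 50% in size; many of its hits are not listed in these tables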
# TRb SRC2 PPI: inhibitors of human thyroid hormone receptor beta-SRC2 interaction; 0.065% of 280,000 active; TRbeta-SRC2 peptide binding, fluorescence polarization; receptor liganded with 1 µM T3; Potency, µM (doses to about 106 µM), for the others: at the top dose activity change, negative = inhibition, most hits filed as inhibitors; P10828;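 note: plate controls were bound peptide for no effect and peptide without receptor for full effect; nearly all actives have a fitted effect of over 50% in size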
#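 Fluorescence polarization of 20 nM Texas Red SRC2 peptide (20-aa NR interaction domain) bound to 0.6 uM human TRb ligand-binding domain, with 1 uM T3, after 5 hr at ambient temperature; inhibition seen as decreased polarization.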
# Tau fibril FP: blocks human tau fibril formation measured by polarization; AID 1468; 0.39% of 280,000 active; K18 P301L tau heparin fibrillization, Alexa594 FP, 6 h; P10636; Potency, µM (titrated, usually from 57.7 µM), without a hit: at the top dose activity, negative = inhibition, most hits filed as inhibitors; note: nearly all actives have a fitted effect of over 55% in size
#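 Recombinant K18 P301L […], labeled with Alexa 594 at 0.24 uM over 15 uM unlabeled; heparin inducer 20 uM final; 37 C, 6 hr; FP endpoint.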
# Tau fibril ThT: blocks human tau fibril formation measured by thioflavin T | Potency, µM (highest dose often 57.4 µM), for inactives: at the highest dose activity, negative = inhibition, actives largely listed as inhibitors | recombinant tau K18 P301L, heparin-induced fibrillization, ThT fluorescence | 2.1% of 270,000 active | P10636; note: nearly all actives have a fitted effect of over 55% in size
#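 Fibril formation assay: tau K18 P301L at 15 uM with trace Alexa 594 label, heparin inducer 20 uM, pH 7 sodium acetate buffer, 37 C for 6 hr; endpoint ThT signal.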
# Starred values were filed as active, the others as inactive; i = inactive; ? = inconclusive; . = not tested or not shown; [ ] = remark or other dose. Unless noted, calls come from the whole dose curve; as a rule, active = well fitted curve in the direction sought with a large enough effect; inconclusive = small, poorly fitted or top-dose-only effect, or another doubt; inactive = no such curve, though single readings can be large; an effect the other way counts as inactive or inconclusive. Unless noted, % is set by controls: 0 for no effect and ±100 for the full control effect; potency is the fitted concentration of half-maximal effect. An excerpt; rates above refer to the full screens.
smiles | GoLoco inh red | RECQ1 helicase | TR SRC2 fluor cs | L3MBTL1 block | KDM4E inh | TRb SRC2 PPI | Tau fibril FP | Tau fibril ThT
N#Cc1c(/N=C/C=C/c2ccccc2)sc2c1CCCC2 | 3% | -7% | 1% | -10% | ? | 3% | 1% | ?
Cc1cccc(-c2nnc(-c3ccc(N)cc3)o2)c1 | -34% | 2% | -3% | -6% | -5% | -5% | 4% | 1%
COC(=O)c1noc(-c2ccc(C)cc2)n1 | 6% | -6% | 0% | . | 10% | 2% | -10% | -17%
CC(C)n1c(NCCc2ccccc2)nc2c1c(=O)n(C)c(=O)n2C | -3% | -6% | -1% | -15% | -1% | -10% | 10% | -10%
CCc1nc2ccccc2n1CC(=O)N1CCN(Cc2ccccc2)CC1 | 9% | -1% | -1% | . | 4% | 7% | -7% | 1%
CCCCc1ccc(Nc2ncnc3nc[nH]c23)cc1 | 13% | -9% | -3% | . | -6% | -4% | ? | -10%
COc1ccc(C(=O)NCC(=O)OCc2cccc(Br)c2)cc1 | 7% | 15% | 1% | 4% | 5% | -1% | -4% | -12%
CNC(=O)C1(C(F)(F)F)C/C(=C\CCO)CCCO1 (stereo unspecified) | . | i | -2% | 3% | . | -7% | . | .
CC(=O)Nc1ccc(OC(=O)c2cc3cc(Br)cc(Br)c3oc2=O)cc1 | -6% | i | -3%[53 µM] | -10% | -2% | 0%[53 µM] | -5% | ?
CSc1ccc(CCNC(=O)c2cc3cc4cc(C)ccc4nc3s2)cc1 | . | . | -2% | . | . | -9% | ? | ?
CCOc1ccccc1-n1c(SCC(=O)N(C(C)C)C(C)C)nnc1-c1cccnc1 | 8% | -11% | -2% | . | -10% | -10% | 5% | -6%
O=C(/C=C/c1cccc([N+](=O)[O-])c1)NCCc1ccc(F)cc1 | 1% | -2% | 0% | ? | 15% | -5% | -2% | ?
COc1cc(CNCC2CCCO2)ccc1OCC(N)=O (stereo unspecified) | 17% | i | 0% | 9% | 12% | -2% | 2% | 4%
COc1cccc2c1cc1c(=O)n(CC(=O)N3CCCCC3)nc(C)n12 | . | . | 6% | . | . | -1% | 0% | 7%
CCN(CC)C(=O)CSc1nc2nc(C)cc(C)c2c(=O)[nH]1 | 5% | -10% | -1% | . | ? | -21% | 3% | -2%
C=C1C(=O)C=C[C@]2(C)C[C@@H]3OC(=O)[C@](C)(O)[C@H]3C[C@@H]12 | 5% | i | 2% | . | 6% | 0% | ? | ?
Cc1c(NC2=CC(=O)CCC2)c(=O)n(-c2ccccc2)n1C | 12% | i | 0% | -2% | -1% | 7% | -1% | -2%
O=c1[nH]c(SCCOc2ccccc2F)nc2ccccc12 | 11% | -15% | -1% | 8% | -12% | 7% | -2% | -6%
Cc1n[nH]c(C)c1-c1nc2ccccc2[nH]1 | -2% | -1% | -9% | -1% | 8% | 0% | 5% | -2%
Cc1ccc2c(C)nc(SC(C(=O)c3ccccc3)c3ccccc3)nc2c1 (stereo unspecified) | 9% | -1% | 8% | 4% | 0% | 8% | -6% | -7%
O=C(Oc1cc(OC(=O)c2ccccc2)c2c(c1)OC(c1ccc(OC(=O)c3ccccc3)c(OC(=O)c3ccccc3)c1)[C@@H](OC(=O)c1ccccc1)C2)c1ccccc1 (stereo partly specified) | 17% | 0% | -3% | . | 0% | 3% | ? | 0%
CC(C)=CC1C(C(=O)Nc2ccc(Br)cn2)C1(C)C (stereo unspecified) | 4% | 12% | 0% | . | -9% | -2% | -4% | -6%
C=C(C)COc1ccc2c(C)c(CC(=O)OC)c(=O)oc2c1C | 11% | -4% | 0% | 17% | ? | -1% | 6% | ?
O=C(NCc1ccccc1)c1ccc2c(c1)nc1n2CCCCC1 | . | . | -1% | . | . | 4% | -9% | -6%
C/C(=N\O)C(C)NC(=O)c1ccccc1 (stereo unspecified) | 0% | -5% | 1% | 1% | 13% | -8% | -6% | 10%
Cc1ccc(C(=O)N/N=C(/CC(=O)c2cccs2)C(F)(F)F)cc1 | -2% | -11% | 2% | 3% | -9% | -2% | 9% | ?
COc1ccc(CCNC(=O)CSc2cn(Cc3ccccc3)c3ccccc23)cc1OC | 10% | -10% | -1% | -4% | 8% | 2% | -6% | -12%
CCOC(=O)C1=C(C)N(CCCC(=O)O)C(=O)NC1c1ccc(OC)cc1 (stereo unspecified) | 4% | -10% | -3% | 2% | -13% | 0% | -4% | -4%
Cc1ccc(Cl)cc1N1CCN(C(=O)Cn2cnc3sc(C)c(S(=O)(=O)N4CCC(C)CC4)c3c2=O)CC1 | . | . | 0% | . | . | 3% | -9% | ?
Cc1c(CCO)c(=O)n(-c2ccccc2)n1S(=O)(=O)c1c(Cl)cc(Cl)cc1Cl | -2% | -16% | -1% | -2% | -6% | -6% | 0% | ?
COc1ccc(C2CC(=O)c3cnn(-c4nc(C)cc(C)n4)c3C2)cc1 (stereo unspecified) | 2% | -11% | -1% | . | 11% | 5% | 3% | -11%
CCOc1ccccc1NC(=O)CCC(=O)O | 5% | -2% | 0% | 5% | 3% | -15% | 5% | -7%

# In the list so far, these contain an aryl thioether with sulfur outside any ring.
smiles | GoLoco inh red | RECQ1 helicase | TR SRC2 fluor cs | L3MBTL1 block | KDM4E inh | TRb SRC2 PPI | Tau fibril FP | Tau fibril ThT
CSc1ccc(CCNC(=O)c2cc3cc4cc(C)ccc4nc3s2)cc1 | . | . | -2% | . | . | -9% | ? | ?
CCOc1ccccc1-n1c(SCC(=O)N(C(C)C)C(C)C)nnc1-c1cccnc1 | 8% | -11% | -2% | . | -10% | -10% | 5% | -6%
CCN(CC)C(=O)CSc1nc2nc(C)cc(C)c2c(=O)[nH]1 | 5% | -10% | -1% | . | ? | -21% | 3% | -2%
O=c1[nH]c(SCCOc2ccccc2F)nc2ccccc12 | 11% | -15% | -1% | 8% | -12% | 7% | -2% | -6%
Cc1ccc2c(C)nc(SC(C(=O)c3ccccc3)c3ccccc3)nc2c1 (stereo unspecified) | 9% | -1% | 8% | 4% | 0% | 8% | -6% | -7%
COc1ccc(CCNC(=O)CSc2cn(Cc3ccccc3)c3ccccc23)cc1OC | 10% | -10% | -1% | -4% | 8% | 2% | -6% | -12%

# Following part
smiles | GoLoco inh red | RECQ1 helicase | TR SRC2 fluor cs | L3MBTL1 block | KDM4E inh | TRb SRC2 PPI | Tau fibril FP | Tau fibril ThT
ONC(=Nc1ccccc1)c1ccc(Cl)cc1 | 1% | -3% | -3% | -11% | 9% | -9% | 1% | -9%
CC(C)N(Cc1ccccc1)S(=O)(=O)N(C)C | 7% | -1% | -2% | -11%[11.4 µM] | 3% | -1% | -5% | -1%
CCC(C)(C)n1nnnc1CN1CCSCC1 | -1% | 14% | 1% | . | -7% | -5% | 0% | -9%
Cc1cc(Nc2ccc(C)c(F)c2)n2ncnc2n1 | -1% | -2% | -5% | 2% | -2% | -5% | -5% | 1%
CCCCc1nn2c(=O)cc(COC(=O)CNC(=O)c3ccccc3C)nc2s1 | . | . | -45% | . | . | 0% | 2% | ?
O=C(NCCc1ccccc1)c1ccc(-c2ccccc2C(F)(F)F)o1 | -3% | -12% | -2% | 14% | ? | -7% | -3% | -19%
CN(CCCNC(=O)Cn1cc2c(n1)CCCC2)C1CCCCC1 | 14% | -8% | -4% | . | 2% | -5% | 8% | -14%
O=C(CSc1nnc(Cc2ccccc2)n1-c1ccccc1)N1CCOCC1 | -4% | -3% | 0% | -1% | -1% | -7% | -2% | -12%

# Of the compounds above, 4 contain a thiophene ring, fused or not:
smiles | GoLoco inh red | RECQ1 helicase | TR SRC2 fluor cs | L3MBTL1 block | KDM4E inh | TRb SRC2 PPI | Tau fibril FP | Tau fibril ThT
N#Cc1c(/N=C/C=C/c2ccccc2)sc2c1CCCC2 | 3% | -7% | 1% | -10% | ? | 3% | 1% | ?
CSc1ccc(CCNC(=O)c2cc3cc4cc(C)ccc4nc3s2)cc1 | . | . | -2% | . | . | -9% | ? | ?
Cc1ccc(C(=O)N/N=C(/CC(=O)c2cccs2)C(F)(F)F)cc1 | -2% | -11% | 2% | 3% | -9% | -2% | 9% | ?
Cc1ccc(Cl)cc1N1CCN(C(=O)Cn2cnc3sc(C)c(S(=O)(=O)N4CCC(C)CC4)c3c2=O)CC1 | . | . | 0% | . | . | 3% | -9% | ?

# The listing continues:
smiles | GoLoco inh red | RECQ1 helicase | TR SRC2 fluor cs | L3MBTL1 block | KDM4E inh | TRb SRC2 PPI | Tau fibril FP | Tau fibril ThT
CCC(OC(=O)c1nsc(Cl)c1Cl)C(=O)NCCOC (stereo unspecified) | 1% | -1% | -1% | . | 1% | 7% | 11% | -1%
O=S(=O)(NCCCc1ccccc1)c1cccc2nsnc12 | -5% | 0% | -6% | -7% | -1% | 5% | 1% | -8%
Cc1cccc(NCC(=O)N/N=C\c2ccc[nH]2)c1 | 5% | 9% | -5% | . | ? | 2% | 0% | .
CCOC(=O)c1oc2ccc(S(=O)(=O)n3nc(-c4cc(OC)cc(OC)c4)cc3N)cc2c1C | . | . | -2% | . | . | 4% | ? | 5%
O=C(NCc1cc(C(F)(F)F)cc(C(F)(F)F)c1)C12CN(Cc3ccccc3)CC1C(c1cccc([N+](=O)[O-])c1)=NO2 (stereo unspecified) | -1% | -7% | 4% | -6% | -3% | -13% | -4% | 6%
CCOC(=O)N1CCC(NC(=O)c2ccc3c(c2)N(Cc2ccc(F)cc2)C(=O)c2ccccc2S3=O)CC1 (stereo unspecified) | . | . | -33% | . | . | -5% | -3% | -10%
CCc1nnc2c3ccccc3nc(Nc3ccc(C(C)=O)cc3)n12 | . | . | -14% | . | . | -4% | -5% | -14%
Cc1cc(/C=N/n2cnnc2)c(C)n1-c1cccc(Cl)c1 | 10% | -4% | -2% | -2% | -3% | -3% | 5% | -14%

# From PubChem
